Screening data as filed in PubChem.
FXIa inh 1536: human FXIa protease inhibitors, primary screen, biochemical, 1536-well | purified FXIa, Boc-Glu-Ala-Arg-AMC fluorogenic substrate | hit rate 0.14% among 220,000 | inhibition, % at 5 µM | AID 798, 2007 | Coagulation factor XI (Homo sapiens), P03951;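 active = inhibition of at least 40%; inactive = inhibition below 40%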;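 also: fluorescence of freed AMC excited at 355 nm; 0% = enzyme without compound and 100% = no enzyme blank; many of its hits are not listed in these tables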
FXIIa inh 1536: human FXIIa protease inhibitors, primary screen, biochemical, 1536-well; Coagulation factor XII (Homo sapiens), P00748; purified FXIIa, Boc-QGR-AMC fluorogenic substrate, 2 h; inhibition, % at 5 µM; hit rate 0.3% among 220,000; AID 800, 2007; in the data active = inhibition above about 40%;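 also: 0% = enzyme with no compound and 100% = blank without enzyme; many of its hits are not listed in these tables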
Target sequence (P00748 20-372 limits assumed): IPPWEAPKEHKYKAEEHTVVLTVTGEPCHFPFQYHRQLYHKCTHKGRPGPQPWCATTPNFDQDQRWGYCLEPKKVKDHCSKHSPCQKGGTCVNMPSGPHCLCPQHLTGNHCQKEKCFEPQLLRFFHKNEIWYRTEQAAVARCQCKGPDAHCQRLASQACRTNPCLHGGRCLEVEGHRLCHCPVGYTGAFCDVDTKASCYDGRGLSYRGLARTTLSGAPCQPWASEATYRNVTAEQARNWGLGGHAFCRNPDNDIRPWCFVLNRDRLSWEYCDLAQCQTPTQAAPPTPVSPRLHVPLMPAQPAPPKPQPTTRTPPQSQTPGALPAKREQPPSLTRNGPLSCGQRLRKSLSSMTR
Target sequence (P00748 373-615 limits assumed): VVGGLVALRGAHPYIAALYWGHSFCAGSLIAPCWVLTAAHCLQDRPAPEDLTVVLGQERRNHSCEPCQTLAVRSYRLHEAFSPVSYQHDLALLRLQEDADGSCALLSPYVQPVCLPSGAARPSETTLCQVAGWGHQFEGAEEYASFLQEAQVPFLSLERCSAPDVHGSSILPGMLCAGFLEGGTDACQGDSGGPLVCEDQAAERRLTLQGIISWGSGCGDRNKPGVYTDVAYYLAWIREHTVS
thrombin 1536: human alpha-thrombin inhibitors, primary screen, counter-screen for coagulation protease inhibitor project, biochemical, 1536-well, fluorogenic AMC substrate | inhibition, % at 5 µM | Prothrombin (Homo sapiens), P00734 | Boc-VPR-AMC fluorogenic substrate cleavage | hit rate 0.26% among 220,000 | AID 1046, 2008;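 active = inhibition at or above 40%; inactive = inhibition below 40%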;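 also: 0% = enzyme with no compound and 100% = wells without enzyme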
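Test system: human alpha-thrombin protein / Dosing: one concentration per compound, 5 µM, with 0.2% DMSO / Medium: pH 7.5 Tris-saline with Tween 20 / Benchmarks: no-compound enzyme wells and no-enzyme blanks / Read-out basis: percent inhibition of thrombin substrate cleavage / Timing: reaction at room temperature / Measured by: fluorescence, ex 355 nm, em 460 nm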
PERK inhibitor: block of dimerizer-induced PERK translation repression, primary screen, PERK inhibitor project, CHO PERK-DD cells, SEAP luminescence, HTS | CHO PERK-DD fusion, SEAP luminescence translation reporter | inhibition, % at 5.6 µM | hit rate 0.17% among 220,000 | AID 1416, 2008 | Eukaryotic translation initiation factor 2-alpha kinase 3 (Homo sapiens), Q9NZJ5;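 active = inhibition above the mean inhibition of all tested compounds plus 3 SD, set separately per screening campaign, cut at about 2.9% in these data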;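 also: PERK kinase domain activated by AP20187 dimerizer at 100 nM; 0% = DMSO with dimerizer and 100% = rapamycin at 8.4 µM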
Rad51 HR inh: human RAD51 strand exchange inhibitors, primary screen, biochemical, fluorescence; inhibition, % at 10 µM; hRad51 DNA strand exchange, fluorescence dequenching; hit rate 0.085% among 200,000; DNA repair protein RAD51 homolog 1 (Homo sapiens), Q06609;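 active = inhibition above 40% at the single screening dose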;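 also: 0% = DMSO control wells and 100% = blanks with heterologous ssDNA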
Target sequence (Q06609 whole entry, looked up): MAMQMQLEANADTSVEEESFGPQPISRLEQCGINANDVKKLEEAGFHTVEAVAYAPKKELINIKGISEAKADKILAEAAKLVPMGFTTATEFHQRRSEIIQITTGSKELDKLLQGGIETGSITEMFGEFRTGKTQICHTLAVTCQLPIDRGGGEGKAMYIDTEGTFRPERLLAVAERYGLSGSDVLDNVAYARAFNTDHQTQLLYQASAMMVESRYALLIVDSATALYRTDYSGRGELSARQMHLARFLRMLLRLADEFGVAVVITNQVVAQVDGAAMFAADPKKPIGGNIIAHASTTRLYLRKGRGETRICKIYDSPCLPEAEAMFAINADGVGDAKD
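Material: human Rad51–ssDNA filaments; Probe or stimulus: labelled 47-mer dsDNA for strand exchange; Doses: single 10 µM dose; Incubation: 37 °C 15-min filament assembly, 30-min compound preincubation, 15-min exchange; Technique: FRET fluorescence dequenching, excitation 485 nm, emission 520 nm; Measure: Fluorescence-based percent inhibition, control- and blank-normalised; Benchmarks: plate control and blank wells.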
Furin inhibitor: human furin inhibitors, primary screen, biochemical, fluorescence intensity | AID 463115, 2010 | purified furin, fluorogenic substrate cleavage | inhibition, % at 30 µM | P09958 | hit rate 0.061% among 220,000; in the data active = inhibition above about 25%; also: inactives centre near -15
m-calpain inh: inhibitors of pig calpain II, primary screen, biochemical, fluorogenic peptide substrate, 1536-well | purified calpain II, 30 min | inhibition, % at 16 µM | hit rate 0.37% among 220,000 | AID 1236, 2008;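 active = inhibition above about 50%, limit read from the data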
hK5 inh: human KLK5 protease inhibitors, primary screen, biochemical, 1536-well; recombinant hK5, fluorogenic AMC substrate cleavage; hit rate 0.59% among 210,000; inhibition, % at 5 µM;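 active = inhibition of 40% or more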;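 also: 0% = enzyme controls without compound and 100% = no-enzyme blanks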
KCC2 mod: KCC2 cotransporter modulators, thallium flux, primary screen, cell-based, HEK293 KCC2, FluoZin-2 fluorescence, MLSMR. Solute carrier family 12 member 5 (Homo sapiens), Q9H2X9. KCC2 cells, thallium flux FluoZin-2 fluorescence. B-score of Tl+ flux slope (higher = more flux/activation; lower = inhibition) at 10 µM. hit rate 2.2% among 190,000. AID 1456, 2008;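 active = thallium flux slope and its plate-corrected score both differing from the plate sample mean at a set confidence after two filtering rounds, in either direction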;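 also: slope of fluorescence scaled to starting intensity during 10 to 20 s after thallium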
The depositor's hits bear a star; i = inactive; / = not tested or not shown; [ ] = another dose, or the depositor's remark. These rows are one share of the data; count on the stated rates, not on these rows.

Molecule	Furin inhibitor	FXIIa inh 1536	thrombin 1536	m-calpain inh	PERK inhibitor	hK5 inh	FXIa inh 1536	KCC2 mod	Rad51 HR inh
CCOC(=O)C1=C(c2ccccc2)Nc2ncnn2C1c1cccc(O)c1 (stereo not drawn)	-19	5	-3	-17	0.9	-3	-2	0.11	8
Cc1nn(C(=O)C(C)N2C(=O)c3ccccc3C2=O)c(C)c1Br (stereo not drawn)	-12	17	-8	7	0.8	-16	6	/	0
CCOC(=O)CC1COc2ccccc2N1C(=O)c1ccc(C)cc1 (stereo not drawn)	-18[20 µM]	9	-10	11	0.4	-11	3	/	-8
CCOc1ccc(Oc2nc(NCC(C)C)nc(N(C)C)n2)nn1	-12[20 µM]	-1	-3	7	-0.5	-2	-9	-0.42	1
C=CCN(c1ccccc1)S(=O)(=O)c1cccc(C(=O)O)c1	-18[20 µM]	15	2	-8	3.4*	8	-11	/	5
COC(=O)c1[nH]c2ccc(C)cc2c1NC(=O)CN1CCCC(C)(C)C1	-10[20 µM]	5	7	1	-0.3	-24	3	-1.1	-6
CNc1ncc(Cc2ccccc2)s1	-19	11	-5	-1	0.0	1	6	0.46	/
CCN(CC)C(=O)CSc1nc(-c2ccccc2)cc(=O)[nH]1	-24	4	-1	5	-0.1	/	-2	/	/
Cc1cc(S(=O)(=O)N2CCN(Cc3ccccc3)CC2)c(C)s1	-18	3	-8	10	0.4	-1	-10	-0.76	0
O=C(c1cccs1)N(CCO)Cc1cc2cc3c(cc2[nH]c1=O)OCCO3	2	5	-3	-43	0.3	-16	6	0.29	-2
Cc1ccccc1NC(=O)/C(=C/c1cccs1)NC(=O)c1ccco1	-15	1	-11	2	0.1	7	-1	0.028	6
CC(C)(C)NC(=O)C(OC(=O)c1cccs1)c1ccccc1 (stereo not drawn)	-25	9	-4	-7	0.9	2	-2	-0.12	0
CCCCC(=O)Nc1ccc(NC(=O)c2ccccc2[N+](=O)[O-])cc1OC	-11	17	-3	-4	0.3	-17	11	-0.65	3
O=C(Cn1cnc2c(cnn2-c2ccc(Cl)cc2)c1=O)NCC1CCCO1 (stereo not drawn)	-24	14	2	3	1.3	-13	2	0.33	-2
Cc1nc(NC(=S)NC(=O)c2cncc(Br)c2)ccc1Br	-24	3	-12	-16	1.0	-6	-7	/	6

Marked active in PERK inhibitor, of those listed so far:
| Compound | Furin inhibitor | FXIIa inh 1536 | m-calpain inh | PERK inhibitor | hK5 inh | FXIa inh 1536 | KCC2 mod |
| --- | --- | --- | --- | --- | --- | --- | --- |
| C=CCN(c1ccccc1)S(=O)(=O)c1cccc(C(=O)O)c1 | -18[20 µM] | 15 | -8 | 3.4* | 8 | -11 | / |

(next part)
Molecule	Furin inhibitor	FXIIa inh 1536	thrombin 1536	m-calpain inh	PERK inhibitor	hK5 inh	FXIa inh 1536	KCC2 mod	Rad51 HR inh
CCS(=O)(=O)Nc1ccc(NC(C)=O)cc1	-9[20 µM]	8	6	-2	0.3	4	1	0.14	0
COc1ccc(OC)c(S(=O)(=O)N2CCN(c3c(C)cccc3C)CC2)c1	-11	16	2	45	0.7	-2	9	-1.4	7
Cc1ccc2c(N)c(C(=O)c3ccccc3)sc2n1	-2	2	-7	21	0.1	18	-12	-0.94	-28
COc1cccc(CNC(=O)c2cc3oc4ccccc4c3n2C)c1OC	-33	1	-5	22	0.9	7	-12	7.5*	7
Cc1noc2ncnc(Oc3ccc(F)cc3)c12	-17[20 µM]	13	1	-38	-0.4	3	6	-0.48	-4
COC(=O)c1ccc(NC(=O)Cc2ccc(C)cc2)cc1	-15[20 µM]	-2	-3	26	0.5	-3	-8	-0.21	4
O=S(=O)(NCCC1=CCCCC1)c1cccc(S(=O)(=O)N2CCOCC2)c1	-7	2	-3	-2	-1.6	-26	-6	-3.9	-1
COc1cccc(C(c2c(N)n(C)c(=O)n(C)c2=O)C(C)[N+](=O)[O-])c1 (stereo not drawn)	-20	5	10	-2	-0.2	-3	-2	0.67	15
Cc1ccc(NC(=O)COc2ccc(CCO)cc2-n2nc3ccccc3n2)cc1C	-14	33	27	-41	-1.8	33	19	1.9	16
COc1ccc(C2CC(O)(c3ccccc3)Oc3cc(OC)cc(OC)c32)cc1 (stereo not drawn)	1	2	-7	16	/	1	12	0.2	-2
CCCc1n[nH]c(=O)[nH]1	-19	3	-2	-27	-0.1	-3	-2	1.5	-1
CCc1nc(N=C(N)N)nc2ccccc12	-32	5	-2	-17	0.2	1	4	0.099	-5
c1ccc2sc(SN3CCOCC3)nc2c1	-15	4	1	-9	0.4	6	6	2.8*	9
O=[N+]([O-])c1ccc(N2CCN(c3ccc(O)cc3)CC2)c(Cl)c1	-22	9	-5	-4	-0.6	-12	2	0.12	-4
Cc1ccc(C(=O)c2ccccc2C(=O)OCC(=O)NCCc2ccccc2)cc1	-8	0	-3	23	-0.7	-3	6	-0.31	0
COc1ccc(NC(=O)CSc2nnc(-c3ccccc3C)n2N)cc1	-27	20	4	2	1.1	-2	19	-0.64	-2
CCOC(=O)c1cc(CC)sc1NC(=O)c1cc(OCC)c(OCC)c(OCC)c1	-19[20 µM]	10	-1	-92	0.7	-26	-4	-0.0058	/
CN(C)N=Nc1ccc(S(=O)(=O)N2CCSC2C(=O)O)cc1 (stereo not drawn)	-2[20 µM]	/	/	/	-0.5	/	/	1.6	7
CSc1ccc(NC(N)=S)cc1	-26	11	4	-8	1.4	2	2	1.6	20
Cc1nc(NC(=O)c2ccccc2)nc2cc3c(cc12)OCO3	-16	12	-2	-12	1.4	0	3	1.3	-6
COc1ccc(C(CC(=O)c2ccccc2)S(=O)(=O)c2ccc(C)cc2)cc1 (stereo not drawn)	-17[20 µM]	7	-2	12	0.3	4	5	1.8	-3
CC1=NN(c2ccc(Br)cc2)C(=O)/C1=C/c1cccs1	1[20 µM]	-5	-2	/	0.0	10	-6	-0.074	-3
Oc1c(Br)cc(Br)cc1C=NCc1ccccc1	-18	5	2	-10	0.1	9	7	-1.2	12
O=S(=O)(Nc1ccc(-c2nc3cccnc3s2)cc1)c1ccc(Cl)s1	-46	-1	-10	i	-1.2	-288	-2	-0.76	2
CC(=O)Nc1ccc(NS(=O)(=O)c2ccc(-c3csc(C)n3)s2)cc1	-20	5	-6	-3	1.4	-2	2	-0.25	3
CCn1ncc([C@@H]2C[C@H]3CN(Cc4cccc(Cl)c4)C(=O)[C@]34CCCN24)c1C	-6	3	-1	7	-0.2	/	-2	/	/
O=C(C[n+]1cccc(/C=N/O)c1)N(Cc1ccccc1)Cc1ccccc1	-22	5	-5	13	1.7	2	0	-0.71	/
c1ccc(CCNC2=NCCCS2)cc1	-25	29	-1	2	0.5	-31	17	0.01	-7
O=C(c1ccco1)N1CCN(c2nc3ccsc3c(=O)s2)CC1	-21	10	-5	-37	0.3	2	-2	-0.064	-6
COc1ccc(/C=C/C(=O)Nc2ccc(C(N)=O)cc2)cc1OC	-19	9	-4	-45	0.9	2	2	0.34	/
CCCCCCCC(=O)N1c2ccccc2NC(=O)C1CC(=O)Nc1ccc(C(=O)O)cc1 (stereo not drawn)	-6	7	-1	-23	0.3	4	2	0.037	16
CCC(=O)Nc1ccc(Nc2nc(C)c([N+](=O)[O-])c(Nc3ccc(NC(=O)CC)cc3)n2)cc1	-15	13	-2	7	-0.6	-6	8	-0.88	-5
O=C(Cc1ccc(Br)cc1)NCCc1ccc(Cl)cc1Cl	-12	9	0	3	0.9	-2	4	0.054	6
O=C(NCC1COc2ccccc2O1)c1ccc(NC(=O)C(c2ccccc2)c2ccccc2)cc1 (stereo not drawn)	-20	8	-2	-23	0.1	-14	0	-0.19	-6
CCN(CC)C(=O)c1n[nH]c(=O)c2ccccc12	-24[20 µM]	24	4	-6	0.3	-4	11	0.37	-4
Oc1ccc(-c2n[nH]c(=S)n2-c2ccc3c(c2)OCCO3)cc1	-11	2	-5	7	0.3	-22	1	-0.019	/
CC(C)NC(=O)Cn1cc(C#N)c2cc(Br)ccc21	-20[20 µM]	7	-5	-30	0.7	0	-6	-0.45	0
Cc1ccc2c(SCC(=O)NCc3ccco3)nc(-c3ccc(F)cc3)nc2c1	-20	16	2	-14	0.9	17	2	0.58	13
C/C(CC(=O)Nc1ccc(Cl)cc1)=N\NC(=O)C(=O)N1CCCCC1	-4	9	/	24	0.7	-1	4	2.1	-9
Nc1sccc1C(=O)c1ccccc1	-8[20 µM]	9	-4	-29	0.2	-10	2	-0.96	4
CCN1CCN(C(=O)C2CCN(C(=O)c3cc4sccc4n3CC)CC2)CC1	-5	27	4	-13	-0.4	-9	22	0.51	-1
Cc1ccc2nc(-c3cccnc3SCC(=O)N3c4ccccc4CC3C)[nH]c2c1 (stereo not drawn)	-19[20 µM]	22	-2	-8	0.3	-5	16	/	6
COCCNC(=O)CN(C(=O)CCC(=O)Nc1cc(C)on1)c1cccc(C)c1C	-13	20	5	-8	0.4	-27	2	/	5
CCC(C)(C)n1nnnc1CN1CCC(O)(c2cccc(C(F)(F)F)c2)CC1	-16[20 µM]	14	2	-7	0.0	-7	7	0.59	-2
CCn1c(S(=O)(=O)O)nc2ccccc21	-10	2	0	12	2.3	-12	3	0.32	5
CC1(CCc2ccc3c(c2)OCO3)NC(=O)c2ccccc2N1 (stereo not drawn)	-31[20 µM]	-7	-4	-416	0.9	-46	1	1.3	-3
CCCc1nc2oc3ccccc3c(=O)c2c(=O)n1-c1ccccc1	-13	5	0	4	-0.8	1	2	1.4	-16
CCOC(=O)N1CCN(c2c(NCCCOC(C)C)c(=O)c2=O)CC1	-18	14	-4	-8	0.5	11	2	1	-4
CCCCc1nnc(NC(=O)C(=O)OCC)s1	-14	0	0	-3	-0.1	-6	-3	0.046	8
O=C1C2C3CCCC3=C3CCCC3C2C(=O)N1c1cccc(Cl)c1 (stereo not drawn)	-21	16	3	-35	-0.5	-11	2	0.4	-10
Cc1csc(NC(=O)C(F)(F)F)n1	-23	2	-6	-2	0.8	-16	1	-0.75	-2
CCOc1cc(C(=O)N/N=C/C2CC=CCC2)cc(OCC)c1OCC (stereo not drawn)	-16	16	-8	1	-0.1	-27	5	-0.025	6
COc1ccccc1NC(=S)N(CCCN1CCOCC1)Cc1cccs1	-31	4	-7	-35	0.2	-4	-6	0.056	7
Cc1n(CC(O)COC2CCCCC2)c2ccccc2[n+]1C (stereo not drawn)	-13[20 µM]	17	-1	-3	0.6	-8	7	0.015	-3
